Integrin act MD = integrin-mediated muscular dystrophy alleviation activation; Potency, µM (titrated, usually from 38.3 µM), for inactives: at the highest dose activation, actives largely listed as activators; alpha7betagal myoblasts, beta-gal FDG fluorescence, 48 h; actives 0.064% (n = 350,000); active = well fitted activation curve with a large enough effect;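 note: 100% = response of the positive control SU9516; nearly all actives have a fitted effect of over 60% in size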
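alpha7betagal+/- myoblasts (passage 13, 250/well) treated 48 h at 37C with compounds at 1:260 dilution of DMSO stock. Lysed, then beta-galactosidase activity read as FDG fluorescence (ex 480/em 540) after 30 min, with pre-read for autofluorescence.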
Active calls of the source: *; [ ] = remark or other dose. Potency is the fitted concentration of half-maximal effect. The list is partial, so the mix of outcomes need not match the whole.

SMILES	Integrin act MD
O=C(NCc1nnnn1-c1ccccc1)c1ccc2ccccc2c1	4%
CSc1ccc(CN2CCC(N3CCC(C(=O)NC4CC4)CC3)CC2)cc1	-42%
Cc1cc(OCC(=O)OCC(=O)NC2CCS(=O)(=O)C2)ccc1Cl (stereo not drawn)	2%
COc1ccc(NS(=O)(=O)c2cc(N=Nc3c(O)[nH]c(=O)[nH]c3=O)ccc2OC)cc1Br	-2%
CCN1CCN(c2ccc(N3CCN(S(=O)(=O)c4cccc([N+](=O)[O-])c4)CC3)nn2)CC1	2%
O=C(OCC(=O)N1CCC(Cc2ccccc2)CC1)c1ccc(O)cc1	3%
COCCn1c(SCC(=O)Nc2ccc(F)cc2)nc2c(c1=O)SCC2	2%
C[C@H](NC(=O)c1ncn2c1C(=O)N(C)CC2)C(=O)OC(C)(C)C	26%
COc1cc(/C=N/N2CCN(Cc3ccccc3)CC2)cc(OC)c1OC	1%
CSC[C@H]1CN(CCc2ccccc2)C(=O)[C@@H]1CC(=O)Nc1ccccc1	2%
Cc1ccc([C@@H]2CC(=O)[C@@H]3CN(S(=O)(=O)c4ccc(C)cc4)[C@H](c4ccc(Cl)cc4)C[C@@H]3N2S(=O)(=O)c2ccc(Cl)cc2)cc1	-15%
Cc1noc(C)c1NC(=O)N(C)C[C@H]1OCCCC[C@@H](C)Oc2ccc(NC(=O)c3ccccc3)cc2C(=O)N([C@H](C)CO)C[C@@H]1C	2%
C[C@@H]1CN([C@H](C)CO)S(=O)(=O)c2ccc(C#Cc3ccccc3)cc2O[C@H]1CN(C)C(=O)Nc1ccc2c(c1)OCO2	-49%
NC(=S)NN=Cc1cc(-c2cccc(N)c2)ccn1	-41%
O=C(Nc1cccc(C(F)(F)F)c1)C1CC(=O)N(Cc2ccco2)C1 (stereo not drawn)	11%
CC(=O)Nc1cccc(C(=O)NNC(=O)c2ccc(NS(=O)(=O)c3cccs3)cc2)c1	3%
COc1ccccc1S(=O)(=O)N(C)C[C@@H]1Oc2cc(C#CCC(C)C)ccc2S(=O)(=O)N([C@H](C)CO)C[C@@H]1C	-25%
Cc1ccc([C@@H]2C[C@H]3[C@@H](CN2S(=O)(=O)c2ccc(C)cc2)C(=O)C[C@@H](c2ccccc2)N3S(=O)(=O)c2ccc(C)cc2)cc1	-16%
COc1ccc(CC(=O)NNC(=S)NC(=O)c2cc(OC)c(OC)c(OC)c2)cc1	-2%
COc1ccc(CC(=O)Nc2ccccc2C(F)(F)F)cc1S(=O)(=O)N1CCOCC1	11%
Cn1sc2ccccc2c1=O	-61%[inhibitor]
CCC[C@H]1CN(c2ccc(Br)cc2)C(=O)[C@@H]1CC(=O)NC	18%
CC(C)CC1C(=O)N(Cc2cn(Cc3ccco3)nn2)CCS(=O)(=O)N1Cc1ccc(-c2ccc(Cl)cc2)cc1 (stereo not drawn)	-59%
Nc1ccn(CCCN2CCN(Cc3cccc4ccccc34)CC2)c(=O)n1	1%
CCCCCC(=O)N1C[C@H](O)[C@@H](n2cc(-c3ccc(F)cc3)nn2)C[C@@H]1c1ccc(Cl)cc1	-7%
O=c1onc(-c2ccccc2)n1Cc1ccc([N+](=O)[O-])cc1	12%
CCCc1c(C(=O)N/N=C/c2ccc3c(c2)OCO3)nnn1-c1nonc1N	26%
O=C(Nc1ccc(C(=O)N2CCCC2)cc1)c1cc(F)c(F)cc1Cl	5%
CC(C)=CCCC(C)=CCN1C(=O)CN(C)C1=O	8%
COC(=O)N(C)C[C@@H]1OCc2cnnn2CCCC(=O)N([C@H](C)CO)C[C@H]1C	16%
NNC(=O)Cc1cccc2ccc(Cl)cc12	-11%
COc1ccccc1N1CCN(C(=O)CN(C)S(=O)(=O)c2ccc(C)cc2)CC1	6%
CC1(C2CC2)NC(=O)N(CC(=O)N2CCN(c3ccccc3F)CC2)C1=O (stereo not drawn)	15%
COC(=O)C[C@H]1C[C@H]2c3cc(NC(=O)Cc4ccncc4)ccc3O[C@H]2[C@@H](CO)O1	12%
O=C(O)c1ccccc1-c1ccc([N+](=O)[O-])cc1Cl	6%
Cc1ccccc1P(=O)(c1ccccc1)c1ccccc1C	-11%
C#CCN(C[C@@H]1[C@@H](OC(=O)Nc2cccs2)[C@@H](OC(=O)Nc2cccs2)Cn2c(=O)n(CCCCCC)c(=O)n21)S(=O)(=O)c1ccc(C)cc1	-9%
COc1ccc(NC(=O)CCNC(=O)c2ccccc2Cl)cc1S(=O)(=O)N1CCCCC1	-7%
CCc1ccc(CN2CCC(n3nccc3NC(=O)c3ccccc3OC)CC2)o1	-6%
CCCC(=O)N(Cc1cc2cc(OC)ccc2[nH]c1=O)c1ccc(OC)cc1	19%

Pulled one by one from the entries so far:
SMILES	Integrin act MD
COC(=O)N(C)C[C@@H]1OCc2cnnn2CCCC(=O)N([C@H](C)CO)C[C@H]1C	16%
Cc1ccccc1P(=O)(c1ccccc1)c1ccccc1C	-11%

Back to the main list; the 4 compounds before the break are reprinted first.
SMILES	Integrin act MD
C#CCN(C[C@@H]1[C@@H](OC(=O)Nc2cccs2)[C@@H](OC(=O)Nc2cccs2)Cn2c(=O)n(CCCCCC)c(=O)n21)S(=O)(=O)c1ccc(C)cc1	-9%
COc1ccc(NC(=O)CCNC(=O)c2ccccc2Cl)cc1S(=O)(=O)N1CCCCC1	-7%
CCc1ccc(CN2CCC(n3nccc3NC(=O)c3ccccc3OC)CC2)o1	-6%
CCCC(=O)N(Cc1cc2cc(OC)ccc2[nH]c1=O)c1ccc(OC)cc1	19%
Cc1ccc(S(=O)(=O)NC(CC(=O)OCc2ccccc2)C(=O)OCc2ccccc2)cc1 (stereo not drawn)	-1%
CC[C@H](C)[C@H]1CNC(=S)N1CC1CCN(CC)CC1	-11%
O=C(Nc1cc(F)ccc1F)c1ccc2c(=O)n3c(nc2c1)CCC3	22%
Nc1ccn([C@@H]2O[C@H](CNCc3cnc(N4CCOCC4)s3)[C@@H](O)[C@H]2O)c(=O)n1	2%
CC(C)NC(=O)N(C)C[C@H]1OCc2cnnn2CCCC(=O)N([C@H](C)CO)C[C@@H]1C	6%
COCC1CCN(C(=O)c2ccc3nc(Cc4cccc(Cl)c4)oc3c2)CC1	7%
Cc1ccn2c(=O)c(NC(=O)c3ccc4c(c3)OCO4)c(C)nc2c1	8%
c1ccc(-c2cc(-c3cc(-c4ccccc4)on3)no2)cc1	9%
CSc1ncnc2c1ncn2CCCNCCc1ccccn1	15%
CC1CCCCN1C(=S)Nc1ccc(S(=O)(=O)N2CCCCC2)cc1 (stereo not drawn)	25%
N#Cc1cc2ccncc2c2ccccc12	4%
C[C@H](CO)N1C[C@H](C)[C@@H](CN(C)C(=O)c2cnccn2)Oc2cc(C#CCC3CCCC3)ccc2S1(=O)=O	-3%
O=C(COC(=O)/C=C/c1ccc(F)cc1)NC(=O)NCc1ccccc1	7%
CC(=O)c1cccc(OCc2cc(C(=O)N(C)Cc3nccs3)no2)c1	8%
COc1ccc([C@H]2C[C@H](n3cc(COC(=O)c4ccccc4)nn3)[C@@H](O)CN2C(=O)c2cccs2)cc1	20%
Clc1ccccc1NN(Cc1ccccn1)c1ccccc1Cl	-27%
COc1ccc(C(C)=O)cc1CON=C1CSCc2ccccc21	-2%
COc1ccc([C@@H]2[C@@H](C)N(c3ccccc3)c3ccccc3C(=O)N2Cc2ccccc2)cc1	-3%
C[C@@H]1CN([C@@H](C)CO)C(=O)CCCn2nncc2CO[C@@H]1CN(C)S(=O)(=O)c1ccc(Oc2ccccc2)cc1	-8%
CC1CC(C)(C)C2=NCCN21 (stereo not drawn)	-11%
C[C@H](O)[C@@H]1CN2CCc3c([nH]c4ccc(-c5ccc6c(c5)OCO6)cc34)[C@@H]2C[C@@H]1N(C)C(=O)Nc1ccc(F)cc1	-66%[inhibitor]
Cc1ccc(-n2nnnc2CNC(=O)C(=O)c2c[nH]c3ccccc23)cc1C	4%
C[C@@H]1CCCCO[C@@H](CN(C)C(=O)Cc2ccccc2)[C@@H](C)CN([C@H](C)CO)C(=O)c2cc(N(C)C)ccc2O1	1%
CC(=O)Nc1nc(-c2ccc(-c3ccccc3)cc2)cs1	2%
CC(C)CC1NC(=O)c2cc3ccccc3cc2-n2c1nc1cc(Cl)ccc1c2=O (stereo not drawn)	-5%
COc1cc(NC(=O)CSc2nnc3ccccn23)cc(OC)c1OC	0%
COc1cccc(NC(=O)N(C)C[C@@H]2OCc3cn(nn3)CCCC(=O)N([C@H](C)CO)C[C@H]2C)c1	8%
C[C@@H]1CN([C@H](C)CO)C(=O)CCCn2nncc2CO[C@@H]1CN(C)S(=O)(=O)c1ccccc1	-18%
Cc1cc(C)c2cc(C#N)c(NCCCNC(=O)c3cccnc3)nc2c1	1%
C[C@H]1CN([C@@H](C)CO)C(=O)c2cc(C3=CCCCC3)cnc2O[C@@H]1CN(C)C(=O)Cc1ccccc1	10%
C[C@H]1CN([C@@H](C)CO)S(=O)(=O)c2ccc(Br)cc2O[C@H]1CN(C)S(=O)(=O)c1ccccc1F	-9%
CC(=NNC(N)=S)c1ccc2cc3c(cc2c1)OCO3	-6%
Cc1cccc(NC(=O)CSc2nnc3ccc(-c4cccnc4)nn23)c1	-8%
COc1cccc(C(=O)C(CCC#N)c2ccccc2)c1 (stereo not drawn)	29%
CN(Cc1c(C(=O)N/N=C/c2ccccc2O)nnn1-c1nonc1N)C1CCCCC1	-53%
O=C(NCc1ccc2c(c1)OCO2)C(=O)NCC1OCCCN1S(=O)(=O)c1ccccc1 (stereo not drawn)	2%
CCC(C)C(=O)C(=O)N1CCC(n2nccc2NC(=O)CCOc2ccccc2)CC1 (stereo not drawn)	-16%
Cc1ccc(S(=O)(=O)N(C)C[C@@H]2OCc3cnnn3CCCC(=O)N([C@@H](C)CO)C[C@@H]2C)cc1	-5%
CN(CC1COc2ccccc2O1)C(=O)CCNS(=O)(=O)c1ccc(F)c(Cl)c1 (stereo not drawn)	3%
N#Cc1ccc(OCC(=O)Nc2nc(-c3ccccn3)cs2)cc1	-39%

A draw from above in order of number of heavy atoms, descending:
SMILES	Integrin act MD
C[C@@H]1CCCCO[C@@H](CN(C)C(=O)Cc2ccccc2)[C@@H](C)CN([C@H](C)CO)C(=O)c2cc(N(C)C)ccc2O1	1%
COc1ccc([C@H]2C[C@H](n3cc(COC(=O)c4ccccc4)nn3)[C@@H](O)CN2C(=O)c2cccs2)cc1	20%
Cc1ccc(-n2nnnc2CNC(=O)C(=O)c2c[nH]c3ccccc23)cc1C	4%
O=C(COC(=O)/C=C/c1ccc(F)cc1)NC(=O)NCc1ccccc1	7%
NC(=S)NN=Cc1cc(-c2cccc(N)c2)ccn1	-41%
NNC(=O)Cc1cccc2ccc(Cl)cc12	-11%

Next section:
SMILES	Integrin act MD
C[C@H](O)[C@@H]1C(=O)N2CCc3c([nH]c4ccccc34)[C@@H]2C[C@@H]1N(C)C(=O)Nc1ccc(F)cc1	4%
CCCNC(=O)N(C)C[C@@H]1Oc2ncc(-c3ccncc3)cc2C(=O)N([C@H](C)CO)C[C@@H]1C	-8%
COc1ccc(NC(=O)N(C)C[C@H]2OCc3cnnn3CCCC(=O)N([C@@H](C)CO)C[C@H]2C)c(OC)c1	-6%
C/C(COc1ccccc1)=N\NC(=O)c1nnn(-c2nonc2N)c1CSc1ccc(C)cc1	-5%
C[C@@H]1CN([C@@H](C)CO)C(=O)CCCn2nncc2CO[C@H]1CN(C)S(=O)(=O)c1cccc(F)c1	20%
O=C1[C@H]2[C@@H](c3ccccc3)N[C@]3(CCCN(CC4CCCCC4)C3=O)[C@H]2C(=O)N1Cc1ccccc1	11%
COCOCCn1cc(CN2CCS(=O)(=O)N(Cc3ccc(-c4ccccc4)cc3)C(CC(C)C)C2=O)nn1 (stereo not drawn)	-34%
Cc1onc(-c2ccccc2Cl)c1C(=O)NCc1nnnn1-c1ccc(F)c(F)c1	23%
O=C(O)Cn1c2ccccc2c2nc3ccccc3nc21	-19%
CNC(=O)C[C@H]1C(=O)N(CCc2ccccc2)C[C@@H]1C	4%
CCOC(=O)N1CCC2(CC1)NC(=O)c1ccccc1N2	11%
COC(=O)c1cc(OC)c(OC)cc1NC(=O)CCN1C(=O)C2CCCCC2C1=O (stereo not drawn)	-3%
Cc1ccc(NC(=O)CSc2nnc(NC3CC3)s2)cc1S(=O)(=O)N1CCOCC1	-5%
Cc1ccc([C@H]2N[C@]3(CCCN(CC4CCCCC4)C3=O)[C@H]3C(=O)N(C)C(=O)[C@@H]23)cc1	-13%
CN(Cc1ccc(F)cc1)C(=O)CN1CCN(S(=O)(=O)c2ccc3c(c2)OCCCO3)CC1	-10%
CCc1cc(-c2nnn(CCC3COCCO3)c2CC)ccc1-c1cn(Cc2ccccc2)nn1 (stereo not drawn)	-35%
C[C@@H]1CN([C@H](C)CO)C(=O)CCCn2cc(nn2)CO[C@H]1CN(C)S(=O)(=O)c1ccc(C#N)cc1	-7%
O=C(CCCCC(=O)NN=Cc1ccc2c(c1)CCC2)NN=Cc1ccc2c(c1)CCC2	6%
Cc1cccc(NC(=O)c2sc3nc(C)nc(N4CCOCC4)c3c2C)c1	7%
CC(C)C1C(=O)N(Cc2cn(CCC3OCCCO3)nn2)CCS(=O)(=O)N1Cc1ccc(-c2cccc(N(C)C)c2)cc1 (stereo not drawn)	1%
COc1ccc(/C=C2\SC(=O)N(CCCC(=O)Nc3ccc(C(=O)O)cc3)C2=O)cc1	11%
CC(C)COC(=O)N(C)C[C@H]1OCc2cnnn2CCCC(=O)N([C@@H](C)CO)C[C@H]1C	5%
COc1ccc(C)cc1NC(=O)Cc1csc(NC(=O)Nc2ccccc2OC)n1	9%
COc1ccc(CN2C[C@H]3CON(C)[C@H]3C[C@H]2c2ccc(-c3cccc(F)c3)cc2)cc1	-13%
O=C(NCc1cccs1)c1ccc(CS(=O)Cc2ccc(Cl)cc2)o1 (stereo not drawn)	-3%
Cc1cc(C(=O)Nc2cccc3ccccc23)oc1C	1%

Compound activity as filed in PubChem.
